Compound activity (PubChem BioAssay)
aSyn yeast rescue – inhibitors of alpha-synuclein toxicity in yeast. Potency, µM (top dose mostly 46.1 µM), inactives show top-dose growth rescue (activation), most hits filed as activators. AID 1347070. S. cerevisiae alpha-synuclein toxicity rescue, BacTiter-Glo growth, 24 h. hit rate 0.02% among 94,000; active = well fitted activation curve with a large enough effect; inconclusive = small, poorly fitted or top-dose-only effect; note: 0% is about no effect
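Growth restoration measured by BacTiter-Glo luminescence after 24 hr at 30 deg C; alpha-synuclein yeast, raffinose-pregrown to mid-log, were added at OD600=0.02 in galactose medium onto pinned compounds.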
Numbers without * were called inactive; ? = inconclusive; & = joins results of further samples; [ ] = another dose, or the depositor's remark. Potency is the fitted concentration of half-maximal effect.

SMILES	aSyn yeast rescue
CC(C)CN(C(=O)CCCc1nc2ccccc2c(=O)[nH]1)c1c(N)n(Cc2ccccc2)c(=O)[nH]c1=O	2%
COc1cccc(-n2c(SCC(N)=O)nnc2-c2c[nH]c3ccccc23)c1	-2%
CCOc1ccc(N(CC(=O)Nc2ccccc2CC)S(=O)(=O)c2c(C)[nH]c(=O)[nH]c2=O)cc1	-1%
Cc1cc(OC(=O)c2cc(-c3ccc4c(c3)OCCO4)on2)ccc1Cl	0%
Cc1cc(C(=O)CCC(=O)NCc2ccccc2F)c(C)s1	-1%
COC(=O)CSc1nc(N)c(NC(=O)c2ccc(OC)c(OC)c2)c(=O)[nH]1	-2%
CC(=O)c1ccc(NC(=O)C2Cc3ccccc3N2C(=O)c2ccccc2)cc1 (stereo not given)	-3%
CCC1CCCCN1C(=O)CSc1n[nH]c(-c2ccccc2)n1 (stereo not given)	-5%
Cc1cc(NC(=O)CSc2nc(=O)n3cccc(C)c3n2)no1	-1%
Cc1ccc(-c2nc3cc(NC(=O)c4cc5ccccc5o4)ccc3o2)cc1Cl	-5%
CN(CC(=O)Nc1ccc(Cl)cc1)C(=O)c1ccc(NS(=O)(=O)c2ccc3[nH]c(=O)[nH]c3c2)cc1	-2%
COc1ccc(/C=C2\CCCc3c2nc2ccc(C)cc2c3C(=O)O)cc1O	2%
COc1cc(CCC(=O)OCC(=O)NCc2ccc(Cl)cc2)cc(OC)c1OC	-3%
CCOC(=O)C1CCN(C(=O)CSc2n[nH]c(-c3ccc(OC)cc3)n2)CC1	-7%
COc1cc(C(=O)COC(=O)C2CCN(c3ccc(C(F)(F)F)cn3)CC2)ccc1OC(F)F	4%
CCc1ccc(S(=O)(=O)c2nnn3c2nc(NCc2ccccc2OC)c2cc(Cl)ccc23)cc1	7%
CCC1CCCCN1S(=O)(=O)c1ccccc1[N+](=O)[O-] (stereo not given)	7%
Cc1c(OCC(=O)N(C)c2ccccc2)ccc2c3c(c(=O)oc12)CCC3	0%
Cc1cc(Sc2nnc(N)s2)c2ccccc2n1	0%
COc1cccc(NC(=O)Cn2cnc3c(nc4n3CCCCC4)c2=O)c1	-2%

Shown with bars between the fields: part of the list above.
SMILES | aSyn yeast rescue
COc1cccc(NC(=O)Cn2cnc3c(nc4n3CCCCC4)c2=O)c1 | -2%
Cc1cc(OC(=O)c2cc(-c3ccc4c(c3)OCCO4)on2)ccc1Cl | 0%

(list continues)
SMILES	aSyn yeast rescue
N#Cc1cc2ccccc2nc1SCC(=O)NC1CC1	1%
Cc1ccc(Cc2c(-c3ccc(C)cc3)nc3ccc(Br)cn23)cc1	-2%
Cc1ccc(C)c(-c2nnc(NC(=O)C3=COCCO3)o2)c1	13%
COc1ccc(CC(=O)NCC2(c3ccc(OC)c(OC)c3)CCCC2)cc1	-2%
O=C(O)c1nn(Cc2nc3ccccc3o2)c(=O)c2ccccc12	4%
COc1ccc(NC(=O)c2ccco2)cc1NC(=O)c1ccccc1[N+](=O)[O-]	2%
Cc1cc(C)c(N)c(C(=O)O)c1	6%
COc1ccccc1NC(=O)Cn1c(=O)n(CCc2ccccc2)c(=O)c2c3c(sc21)CN(C(C)=O)CC3	4%
COc1cccc(OCc2ccc(C(=O)NCC3CCCO3)cc2)c1 (stereo not given)	-1%
COc1cccc(N2CCN(C(=O)c3ccc4ccccc4c3)CC2)c1	8%

Shown with each value named: entries from further up
O=C(O)c1nn(Cc2nc3ccccc3o2)c(=O)c2ccccc12
- aSyn yeast rescue = 4%
COc1ccc(NC(=O)c2ccco2)cc1NC(=O)c1ccccc1[N+](=O)[O-]
- aSyn yeast rescue = 2%

More compounds follow:
SMILES	aSyn yeast rescue
CCC(OC(=O)c1nsc(Cl)c1Cl)C(=O)NCC1CCCO1 (stereo not given)	-5%
CCN(CC)S(=O)(=O)c1ccc(C(=O)NC2CC(=O)N(c3ccc(OC)c(OC)c3)C2)cc1 (stereo not given)	0%
N/C(=N\OC(=O)c1ccccc1[N+](=O)[O-])c1ccccn1	-6%
O=C(CN1CCOCC1)Nc1nc(-c2ccc(Cl)cc2)cs1	10%
CCOc1ccc(NC(=O)CCc2c(C)nc3c(-c4ccccc4)c(C)nn3c2C)cc1	-1%
O=C(CN1C(=O)COc2ccc(S(=O)(=O)N3CCOCC3)cc21)NCc1ccc(Cl)cc1	-5%
Clc1cccc(Cl)c1CSc1nnc([C@@H]2CCCN2)o1	6%
Cc1ccc(S(=O)(=O)N(Cc2nc(-c3cccc(C)c3)no2)C2CCCCC2)cc1	0%
CCN(C(=O)c1nn(-c2ccc(C)cc2)c(=O)c2c1c1ccccc1n2C)c1ccc(F)cc1	-13%
CC(C)C(=O)NC(=S)Nc1ccc(S(=O)(=O)Nc2nccs2)cc1	-6%

Nothing new here: an excerpt of the list.
SMILES	aSyn yeast rescue
Clc1cccc(Cl)c1CSc1nnc([C@@H]2CCCN2)o1	6%
Cc1ccc(S(=O)(=O)N(Cc2nc(-c3cccc(C)c3)no2)C2CCCCC2)cc1	0%
CCN(C(=O)c1nn(-c2ccc(C)cc2)c(=O)c2c1c1ccccc1n2C)c1ccc(F)cc1	-13%
CC(C)C(=O)NC(=S)Nc1ccc(S(=O)(=O)Nc2nccs2)cc1	-6%

Further structures follow:
SMILES	aSyn yeast rescue
Cc1ccc(C)c(Cn2c(=O)n(Cc3ccc(C(=O)NC4CCN(Cc5ccccc5)CC4)cc3)c(=O)c3ccccc32)c1	2%
O=C(COC(=O)c1cc(S(=O)(=O)N2CCCCC2)ccc1N1CCOCC1)c1ccccc1Cl	15%
CCOP(=O)(OCC)/C(C#N)=C/c1cc(OC)ccc1OC	-2%
O=C(NCC1CCCCC1)c1cccnc1Cl	-5%
CCCC(C)NC(=O)CSCc1ccc(OC)cc1 (stereo not given)	6%
O=C1c2ccccc2C(Nc2cccnc2)N1Cc1ccccc1 (stereo not given)	1%
COc1ccc2c(c1)C(SCC(=O)NCc1ccccc1)CC(C)(C)O2 (stereo not given)	2%
COc1ccc(/C=C/C(=O)Nc2ccc(S(=O)(=O)Nc3cc(C)nc(C)n3)cc2)cc1OC	0%
CC(Oc1cccc(F)c1)c1ccnc2nc(/N=C/N(C)C)nn12 (stereo not given)	3%
CCOCC(=O)Nc1cccc(-c2nc3cccnc3s2)c1C	0%
O=C1COc2cc(S(=O)(=O)CCC(=O)N3CCN(c4ccccc4)CC3)c(Cl)cc2N1	-7%
O=S(=O)(c1ccc(Br)cc1)c1nnn2c1nc(Nc1cccc(C(F)(F)F)c1)c1sccc12	-7%
CCOc1cc(C(=O)Nc2ccc(-c3nc4cc(Cl)ccc4o3)cc2)cc(OCC)c1OCC	-6%
Cc1ccc(Nc2c(-c3ccc(C)cc3)nc3ccc(C)cn23)cc1	-20%
COc1cc(NC(=O)CC2C(=O)N(c3ccc(Cl)cc3)C(=O)N2Cc2cccs2)cc(OC)c1 (stereo not given)	-1%
CC(C)NC(=O)N(C)C[C@@H]1Oc2cc(C#Cc3ccccn3)ccc2S(=O)(=O)N([C@@H](C)CO)C[C@H]1C	9%
O=C(Nc1cccnc1Cl)c1cc(-c2cccc(Cl)c2)on1	-11%&0%
Cc1cc(C)c(-c2n[nH]c3c2C(c2ccccc2F)N(Cc2ccco2)C3=O)c(O)c1 (stereo not given)	6%
COc1ccccc1NC(=O)N1CCN(S(C)(=O)=O)CC1	8%
CN1CCN(C(=O)CCN2C(=O)/C(=C\c3ccc(Cl)cc3Cl)SC2=S)CC1	4%
Cn1c(=O)c2ccccc2n(CC(=O)Nc2ccc3c(c2)OCCO3)c1=O	-3%
Cc1ccccc1Cn1c(=O)n(CC2CCC(C(=O)N3CCC(C)CC3)CC2)c(=O)c2sccc21 (stereo not given)	0%
O=C(CSc1nc(-c2ccccc2)cn1-c1ccccc1F)Nc1ccc(F)cc1	7%
CC(=O)c1ccc2cc3c(cc2c1)OCO3	10%
O=C(CC(c1ccccc1)c1cc(Br)ccc1O)NCC1(c2ccccc2)CCCC1 (stereo not given)	20%
COc1cc2c(cc1NC(=O)c1ccccc1-c1ccccc1C(=O)O)-c1ccccc1C2	-15%
CC1C(=O)Nc2ccc(S(=O)(=O)Nc3ccccc3Br)cc2NC1=O (stereo not given)	4%&5%
Cc1sc2ncn(CC(=O)N3CCN(c4cccc(Cl)c4)CC3)c(=O)c2c1S(=O)(=O)N1CCN(c2ncccn2)CC1	3%
O=C(CNC(=O)c1ccc(Cl)cc1Cl)Nc1ccc(F)cc1	-5%
COc1ccccc1C(=O)Nc1ccc2oc(-c3cccc4c(Br)cccc34)nc2c1	3%
CCc1ccc(Nc2nc3c(S(=O)(=O)c4cccc(Cl)c4)nnn3c3ccsc23)cc1	-3%
COc1ccc(CC(=O)NCc2ccc3c(c2)CCN3C(=O)c2ccc(Cl)cc2)cc1OC	-19%
CC1CCCC(NC(=O)CN2CCN(S(=O)(=O)c3ccc(Br)s3)CC2)C1C (stereo not given)	10%
Cc1ccc(-c2cc(NC(=O)C(C)Oc3ccccc3F)on2)cc1 (stereo not given)	-11%
Cc1ccccc1S(=O)(=O)N(C)C[C@@H]1OCc2cn(nn2)CCCC(=O)N([C@H](C)CO)C[C@H]1C	0%
CCN(CC)C(=O)Cn1cc(SCC(=O)NC2CCCCC2)c2ccccc21	7%
COC(=O)c1ccccc1NC(=O)Cn1cnc2c1c(=O)n(C)c(=O)n2C	1%
O=C(NCCCNC(=O)c1ccccn1)c1ccc(Cl)cc1	1%
CC(=O)Nc1ccc(N2C(=O)CSC2c2cccc([N+](=O)[O-])c2)cc1 (stereo not given)	8%
CCCCN(CC)CCNC(=O)C1CCCN(S(=O)(=O)c2cccc3nsnc23)C1 (stereo not given)	-10%
CC(C(=O)Nc1ccc(C#N)cc1)N(C)Cc1cccs1 (stereo not given)	6%
Cc1ccn2c(=O)nc(SCC(=O)N3CCC(Cc4ccccc4)CC3)nc2c1	-18%
COc1ccc(CCNC(=O)C(=O)NCC(c2ccco2)S(=O)(=O)c2ccc(C)cc2)cc1 (stereo not given)	-2%
CCOC(=O)c1c(NC(=O)c2ccc(S(=O)(=O)N(CC)CC)cc2)sc2c1CCCCC2	-6%
CCOc1ccccc1CNC(=O)Cn1nc(N2CCN(c3ccccc3)CC2)ccc1=O	1%
COc1cc(/C=C2\Oc3cc(O)ccc3C2=O)ccc1O	1%
S=c1nc(-c2sccc2OCc2ccc(Cl)cc2Cl)[nH][nH]1	-7%
CCOC(=O)c1cnn2c(C(F)(F)F)cc(-c3ccc(Br)cc3)nc12	2%
Cn1cc(CNC(=O)c2cc(-c3ccccc3)nc3ccc(Br)cc23)cn1	8%
CC(C)n1c(=N)c(C(=O)NCc2ccccc2)cc2c(=O)n3ccccc3nc21	-11%
Next section
SMILES	aSyn yeast rescue
O=C(NNc1c(Cl)cc(Cl)cc1Cl)c1n[nH]c(=O)c2ccccc12	-39%[inhibitor]
COCCNC(=O)CSc1nnc(-c2ccc(OC)c(OC)c2)c(-c2ccc(OC)c(OC)c2)n1	4%
CCc1nn2c(=O)cc(COC(=O)c3ccc(NC(=O)CCc4ccccc4)cc3)nc2s1	4%
Cc1ccc(-c2cc(C(F)(F)F)c(C#N)c(SCC(=O)Nc3ccccc3F)n2)cc1	-15%
COc1ccc(OC)c(Nc2nc3ccccc3nc2-n2nc(C)cc2C)c1	7%
O=C(c1ccc([N+](=O)[O-])cc1)N1CCSC1c1ccc(Br)cc1 (stereo not given)	-21%
Cc1ccccc1NC1=NC(=S)N(CC(N)=O)C12CCOC(C)(C)C2 (stereo not given)	-14%
COc1cc(C(C)=O)ccc1COc1ccc(C(=O)O)cc1OC	-11%
Cc1ccc(NC(=O)c2c(NC(=O)c3ccc(F)cc3)sc3c2CCCC3)cc1C	2%
CCC(C)NC(=O)C1CCN(S(=O)(=O)c2ccc3c(ccn3CC)c2)CC1 (stereo not given)	-3%

Next part (7 carried over from the part before).
SMILES	aSyn yeast rescue
Cc1ccc(-c2cc(C(F)(F)F)c(C#N)c(SCC(=O)Nc3ccccc3F)n2)cc1	-15%
COc1ccc(OC)c(Nc2nc3ccccc3nc2-n2nc(C)cc2C)c1	7%
O=C(c1ccc([N+](=O)[O-])cc1)N1CCSC1c1ccc(Br)cc1 (stereo not given)	-21%
Cc1ccccc1NC1=NC(=S)N(CC(N)=O)C12CCOC(C)(C)C2 (stereo not given)	-14%
COc1cc(C(C)=O)ccc1COc1ccc(C(=O)O)cc1OC	-11%
Cc1ccc(NC(=O)c2c(NC(=O)c3ccc(F)cc3)sc3c2CCCC3)cc1C	2%
CCC(C)NC(=O)C1CCN(S(=O)(=O)c2ccc3c(ccn3CC)c2)CC1 (stereo not given)	-3%
COc1ccc(Cl)cc1S(=O)(=O)N(C)CC(=O)NCc1ccc2c(c1)OCO2	-10%
Cc1ccc(-c2noc(-c3ccccc3NC(=O)c3ccccc3)n2)cc1	-9%
CCN(CC)C(=O)C1=C(C)N(Cc2ccc(OC)cc2)C(=O)C(CC(=O)NCC2CCCCC2)C1 (stereo not given)	-4%
COc1ccc(CCC(=O)Nc2nccs2)cc1OC	-41%[inhibitor]
Cc1ccc(Nc2nc3ccc(C)cc3nc2-n2nc(C)cc2C)c(C)c1	1%
CCCCNC(=O)CSc1nc2nc(C)c(Cc3c(F)cccc3Cl)c(C)n2n1	10%
O=c1c(O)cccc2cc(O)c(O)c(O)c12	-7%
CCCc1n[nH]c(=S)n1Cc1ccco1	-3%
COc1ccc(C(C#N)N2N=C(C)CC2c2ccccc2)cc1 (stereo not given)	1%
COc1c(F)c(F)c(C(=O)Nc2ccc(NC(=O)Cc3ccccc3)cc2)c(F)c1F	9%
CC1=C(C(=O)N(C)C)CC(CC(=O)NCCN2CCOCC2)C(=O)N1Cc1ccc(F)cc1 (stereo not given)	-6%
Cc1ccc(S(=O)(=O)N(C)C)cc1NC(=O)COC(=O)c1ccc2c(c1)NC(=O)CS2	-6%
COc1ccc(NC(=S)N2CCN(Cc3cccc(F)c3)CC2)c(OC)c1	0%
COc1ccc(NC(=O)c2ccco2)cc1NC(=O)COc1ccc(Cl)c(C)c1	-3%
O=C(NCc1cccc(Cl)c1)c1ccc2c(Cl)c3c(nc2c1)CCCC3	?
Nc1nc(Nc2cccc(Cl)c2)n[nH]1	-15%

This is a subset; the hit share may differ from the screen's.
